ARNT TACC3 PPI: disrupts binding between human ARNT and TACC3 | AlphaScreen His-ARNT PAS-B/GST-TACC3 binding, luminescence; TACC3 fragment carries E629A point mutation | inhibition, % at 9.99 µM | hit rate 0.66% among 390,000;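 active means mean inhibition of replicates at least 50% and at least half of replicates each reaching 50%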;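 further: 0% = complete ARNT plus TACC3 wells and 100% = ARNT alone without TACC3; many hits fall short of the cut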
Starred values were filed as active, the others as inactive. These rows are one share of the data; the hit share may differ from the screen's.

no. | compound | ARNT TACC3 PPI
1 | CCOC(=O)c1ccccc1NC(=O)c1cc2sccc2n1C | -0.9
2 | CC1CCCC(C)N1C(=O)CSc1nnc(NC(=O)Cc2cccs2)s1 (stereo not drawn) | -3.7
3 | Cc1ccc(NC(=O)CCNC(=O)c2ccco2)cc1 | -2.7
4 | CC1(C)CC2(CCO1)OC(=O)CC2C(=O)NCc1ccccc1 (stereo not drawn) | -5.7
5 | O=C(Cn1c(=O)n(-c2ccc(F)cc2)c(=O)c2sccc21)c1ccccc1 | -5.8
6 | COCCn1c(=NC(=O)c2cccs2)sc2cc(NC(C)=O)ccc21 | -2.7
7 | O=C(c1ccc(Cl)c(S(=O)(=O)N2CCc3ccccc3C2)c1)N1CCN(c2ccccc2)CC1 | 4.0
8 | CCOc1ccccc1/C=N/NC(=O)c1cccc(Cl)c1 | 0.3
9 | CCOC(=O)N/N=C1\CCc2ccccc21 | -5.9
10 | O=C(Nc1nc2c(s1)CCCC2)c1cc(-c2ccccc2)nc2ccccc12 | -3.2
11 | CC(CCc1ccccc1)NC(=O)COC(=O)CC1CC2CCC1C2 (stereo not drawn) | -2.6
12 | Cc1ccccc1S(=O)(=O)Cc1ccc(C(=O)N2CCN(c3ccc(F)cc3)CC2)o1 | 3.9
13 | Cc1ccc2nc(/C(C#N)=C\c3ccc(N4CCCCC4)c([N+](=O)[O-])c3)[nH]c2c1 | 31.4
14 | CCOC(=O)c1c(C)n(C)c2cc(-c3ccc(F)cc3)c(O)cc12 | -8.2
15 | COc1ccc(S(=O)(=O)N2CC(O)CC2C(=O)OCc2nc3sc(C)c(C)c3c(=O)[nH]2)cc1 (stereo not drawn) | 5.0
16 | COc1ccc(Nc2nc(C)c(-c3ccccc3)s2)cc1 | 5.2

The last 4 records of the section above are carried over, then new ones follow:
no. | compound | ARNT TACC3 PPI
13 | Cc1ccc2nc(/C(C#N)=C\c3ccc(N4CCCCC4)c([N+](=O)[O-])c3)[nH]c2c1 | 31.4
14 | CCOC(=O)c1c(C)n(C)c2cc(-c3ccc(F)cc3)c(O)cc12 | -8.2
15 | COc1ccc(S(=O)(=O)N2CC(O)CC2C(=O)OCc2nc3sc(C)c(C)c3c(=O)[nH]2)cc1 (stereo not drawn) | 5.0
16 | COc1ccc(Nc2nc(C)c(-c3ccccc3)s2)cc1 | 5.2
17 | CCCCC(=O)Nc1ccc(NC(=S)NC(=O)CC)cc1OC | -1.7
18 | Cc1ccccc1-n1nc(C(=O)c2cccs2)cc(-c2nc3ccccc3[nH]2)c1=N | 21.1
19 | Cc1cc(C)nc(N(C#N)Cc2cccc([N+](=O)[O-])c2)n1 | 2.9
20 | CC(C)c1onc(C(=O)N(C)C2CCCCC2)c1[N+](=O)[O-] | -1.9
21 | Cc1nn(-c2ccccc2)c(N2CCCC2)c1/C=N/NC(=O)c1ccccc1O | -30.4
22 | C=CCn1c(SCc2cc(=O)n3cc(C)ccc3n2)nnc1-c1cccc(C)c1 | -5.5
23 | Cc1ccc(-n2nc(C)c3c(C(=O)OCC(=O)N(C)C4CCS(=O)(=O)C4)cc(-c4ccccc4)nc32)cc1 (stereo not drawn) | -1.1
24 | C=CCOc1ccc(C2C(C(=O)c3ccco3)=C(O)C(=O)N2Cc2cccnc2)cc1 (stereo not drawn) | -4.8
25 | CNC(=S)N/N=C/c1cn(CCOc2ccc(OC)cc2)c2ccccc12 | -0.1
26 | CCc1cc2c(=O)c(Oc3ccccc3)c(C)oc2cc1O | -0.9
27 | N#C/C(=C\c1cccs1)C(=O)NCc1ccccc1 | -4.6
28 | O=C1OCc2cccc([N+](=O)[O-])c21 | 1.2
29 | Cc1cc(C)c(NC(=O)COC(=O)Cc2ccsc2)c(C)c1 | 3.8
30 | Cc1nc(N2CCOCC2)c(C#N)c2c1COC(C)(C)C2 | -7.2
31 | COc1ccc(C(=O)c2c(C)oc3ccc(O)c(CN4CCOCC4)c23)cc1 | 1.2
32 | COc1ccc(CCNC(=O)C(=O)NCCOc2ccccc2Cl)cc1OC | -2.9
33 | COc1ccc(NC(=S)N(CCO)Cc2ccccc2)cc1 | -2.5
34 | Cc1ccc(Nc2nc3ccccc3s2)c(C)c1 | -1.3
35 | COC(=O)c1ccccc1NC(=O)N1c2ccccc2Sc2ccccc21 | -14.6
36 | CCCC12CN3CCN(CC(C3)/C1=N\NC(=O)Nc1ccccc1)C2 | 8.7
37 | N/C(=N\S(=O)(=O)c1ccccc1)c1ccc([N+](=O)[O-])cc1 | -26.2
38 | O=C(Cn1cnc2ccccc2c1=O)OCC(=O)c1ccc2c(c1)OCCO2 | -6.7
39 | Cc1cc(C)n(C(=O)/C(C#N)=N/Nc2cc(Cl)cc(Cl)c2)n1 | 32.1
40 | COc1ccccc1/C=C(/C(=O)OCC(=O)Nc1ccc(N(C)C)cc1)c1ccccc1 | 2.7
41 | O=C(c1ccccc1)N1CCCCCC1 | -14.1
42 | O=C(Oc1coc(CSc2nnc(NC(=O)C3CC3)s2)cc1=O)c1ccccc1 | -2.3
43 | O=C(CCCCCNC(=O)c1ccccc1)N/N=C/c1ccccc1O | 19.6
44 | Fc1ccc(N/N=C(/c2ccccc2)c2ccccn2)cc1 | 1.2
45 | Cc1nc(C)c(-c2nnc(-c3ccc(C(C)(C)C)cc3)o2)cc1C(=O)NN | -2.9
46 | O=C(O)c1cc(C(=O)O)cc(-c2ccc(/C=c3/sc4nc5ccccc5n4c3=O)o2)c1 | -3.8
47 | COc1ccc(-c2nnc(SCC(=O)N3CCOCC3)n2C)cc1OC | -2.5
48 | Cc1cc(S(=O)(=O)N2CCC(N3CCCCC3)CC2)ccc1-n1cnnn1 | -26.3
49 | Cc1cc(F)ccc1S(=O)(=O)N1CCCOC1CNC(=O)C(=O)NCCc1c[nH]c2ccccc12 (stereo not drawn) | 1.5
50 | O=S(=O)(c1ccc(F)cc1)N1CCN(C(=S)NC2CCCC2)CC1 | 5.6
51 | COC(=O)C1=NN(C(C)=O)C2(CC(=O)N(c3cccc(C)c3)C2=O)C1 (stereo not drawn) | -5.3
52 | CCc1c(C)sc(NC(=O)Cn2nc(C)c([N+](=O)[O-])c2C)c1C(N)=O | -0.8
53 | Cc1nc(NC(=O)C(Cl)Cl)sc1C(=O)N(C)C | 1.4
54 | O=[N+]([O-])c1ccc(COc2cccc(CNc3ccc(F)cc3)c2)cc1 | -4.2
55 | O=C(C[n+]1cccc(CNC(=O)c2ccc(OC(F)F)cc2)c1)Nc1cc(C(F)(F)F)ccc1Cl | 24.6
56 | Cc1ccc(S(=O)(=O)N2CCOCC2)cc1C(=O)NC(=S)N(Cc1ccccc1)C(C)C | 4.1
57 | O=C(Nc1cccc(NC(=O)c2cccs2)c1)c1ccco1 | -5.2
58 | Cc1ccc(CSc2ncnc3c2cnn3-c2ccc(C)cc2)cc1 | 2.3
59 | CC(=O)N1CC(C)c2scc(C)[n+]2-c2ccccc21 (stereo not drawn) | 44.0
60 | CCC(=O)Nc1ccccc1C(=O)OC(c1ccccc1)c1ccccc1 | -10.7
61 | Cc1ccc(-c2csc3nc[nH]c(=S)c23)cc1 | 28.2
62 | O=c1c2ccccc2nc2n1CCC2 | -22.1
63 | Cc1[nH][nH]c(=O)c1N=Nc1ccccc1 | -3.4
64 | COc1ccc(S(=O)(=O)N(C)C)cc1NCC(=O)Nc1ccc(Br)cc1F | -4.0
65 | Cc1ccc(C(=O)NC(NCc2ccco2)C(Cl)(Cl)Cl)cc1 (stereo not drawn) | -2.5
66 | O=C(CSc1nnc(-c2ccccc2O)n1Cc1ccccc1)NNC(=O)c1ccccc1O | 0.0
67 | O=C(/C=C/c1ccc(Br)cc1)N1CCN(c2cccc(C(F)(F)F)c2)CC1 | -23.8
68 | Cc1c(NC(=O)/C(C#N)=C\c2cccs2)c(=O)n(-c2ccccc2)n1C | -12.5
69 | O=C(OCc1ccc(Br)cc1)c1cccc(-c2nnc(-c3ccccc3)o2)c1 | -3.1
70 | CC(C)/C=N/NC(=O)c1cc(Br)ccc1O | 15.4
71 | CC(=O)c1cccc(NC(=O)C(OC(=O)c2cccs2)c2ccccc2)c1 (stereo not drawn) | 6.7
72 | COC(=O)c1ccc(C)c(-n2c(C)cc(C=O)c2C)c1 | -1.9

(continued)
no. | compound | ARNT TACC3 PPI
73 | O=C(O)CCC(=O)Nc1ccc(C(=O)N2CCCCC2)cc1 | -1.9
74 | CCNC(=O)N1CCNC(=O)C1CC(=O)OC (stereo not drawn) | -3.4
75 | CC(=O)c1c(C)oc2ccc(N(C(=O)C3CCCCC3)S(=O)(=O)c3cc([N+](=O)[O-])ccc3C)cc12 | 3.4
76 | COc1ccc(C2NC(c3ccc(OC)cc3)C(c3ccccc3)C(=O)C2c2ccccc2)cc1 (stereo not drawn) | 0.0
77 | CC(=O)N/C(=C\c1ccc(F)cc1)C(=O)N(C)C | 37.4
78 | O=C(N/N=C/c1ccc(Br)o1)c1ccc2c(c1)OCCO2 | 3.3
79 | O=C(CSc1ccc(Cl)cc1)Nc1cccc(-c2nc3ccccc3[nH]2)c1 | 21.5
80 | COc1ccc(C(=O)Nc2ccc(Oc3ncnc4sc(-c5ccccc5)cc34)cc2)cc1OC | 2.7
81 | O=C(O)c1cc2cc(Cl)ccc2oc1=O | -1.8
82 | COc1ccc(C(NC(=O)c2ccccc2F)NC(=O)c2ccccc2F)cc1 | -8.2
83 | CN1CCc2nc3ccc(Cl)cc3c(-c3ccccc3Cl)c2C1 | -2.7
84 | O=C(N/N=C/c1cn(-c2cccs2)nc1-c1ccccc1)c1ccccc1O | -2.5
85 | S=C(NCc1ccc(Cl)cc1)Nc1ccccc1Cl | -1.5
86 | COc1cc(/C=C2\SC(=Nc3ccc(N4CCOCC4)cc3)N(C)C2=O)ccc1OC(C)C(=O)O (stereo not drawn) | -7.7
87 | CCOP(=O)(OCC)c1nc(-c2cccc3ccccc23)oc1N1CCOCC1 | -25.8
88 | CCOc1ccccc1NC(=O)Cn1c(=O)n(-c2ccccc2)c(=O)c2oc3ccccc3c21 | -28.9
89 | COc1cc(/C=N/NS(=O)(=O)c2ccc(C)cc2)ccc1OCc1ccc(C(=O)O)cc1 | 4.0
90 | COC(=O)CNC(=O)COC(=O)c1cc(Cl)cc(Cl)c1N | -8.2
91 | CC(=O)N1CCN(c2ccc(NCc3ccccc3)cc2)CC1 | 8.8
92 | Cc1onc(-c2ccccc2)c1C(=O)N/N=C/C(Br)=C/c1ccccc1 | 14.9
93 | O=[N+]([O-])C(/C=C(\Cl)[N+](=O)[O-])=C1N(Cc2ccc(Cl)nc2)CCN1Cc1ccc(Cl)nc1 | 11.6
94 | CC1(C)NC(=O)N(CC(O)CN2CCCC2)C1=O (stereo not drawn) | -5.2
95 | O=C(CCC(=O)Nc1ccccc1)N/N=C/C=C/c1ccccc1 | -5.3
96 | O=C(CNc1ccccc1)N/N=C/c1ccc2c(c1)OCCO2 | -1.3
97 | COc1cc(NC(=O)CSc2nc3ccccc3cc2C)c(C(=O)O)cc1OC | -9.2
98 | Nc1cc(=O)nc(SCC(=O)Nc2cccc3ccccc23)n1CCc1ccccc1 | 12.3
99 | Cc1ccccc1NC(=O)/C=C/c1ccc([N+](=O)[O-])s1 | -6.5
100 | O=C(CSCc1cccc(Br)c1)N=Nc1c(O)[nH]c2ccccc12 | 9.2
101 | Cc1nn(Cc2ccc(Cl)cc2)c(C)c1NC(=O)/C=C/c1cnn(C)c1 | -0.9
102 | CCOc1cc(/C=N/O)ccc1OCc1ccccc1F | 1.0
103 | CC1(C(=O)N/N=C/c2ccc([N+](=O)[O-])o2)CC1(Br)Br (stereo not drawn) | 2.8
104 | COc1ccc(C2=NN(C(=O)CSc3nnc(-c4ccccc4F)o3)C(c3ccco3)C2)cc1 (stereo not drawn) | 1.5
105 | Cc1ccc2nc(C3CCN(CC(=O)N4CCCCCC4)CC3)[nH]c2c1 | -10.7
106 | CC(C)C(=O)N1CCN(c2nc(-c3ccc(Cl)cc3)cs2)CC1 | 0.1
107 | CCCOc1ccc(C2C(=O)N(C3CCCCC3)CC(=O)N2C2CC2)cc1OC (stereo not drawn) | -5.9
108 | FC(F)(F)c1ccc(Cl)c(N/N=C/c2ccc(N3CCOCC3)s2)c1 | -1.4
109 | CC(C)NC(=O)c1cc2c(s1)CCCC2 | -9.9
110 | CCc1ccc(S(=O)(=O)/N=C2/C=C(Sc3ncn[nH]3)C(=O)c3ccccc32)cc1 | 35.8*
111 | CC1=NN(c2ccc(Cl)cc2)C(=O)/C1=C\c1cccn1-c1ccc(S(N)(=O)=O)cc1 | 10.5
112 | CCCCNc1nc(N)nc(-c2cc(Cl)ccc2O)n1 | -4.4
113 | CCc1ccc(OCC(=O)Nc2ccc(-c3cc4ccccc4oc3=O)c(OC)c2)cc1 | -3.4
114 | COC(=O)c1ccc(C(=O)OC)c(NC(=S)N2CCC(C)CC2)c1 | -2.3
115 | CCCC(=O)N(c1ccc2oc(C)c(C(C)=O)c2c1)S(=O)(=O)c1ccc(C)c([N+](=O)[O-])c1 | -0.1
116 | CCCN1C(=O)c2cccc3c(N4CCCCC4)ccc(c23)C1=O | -56.5
117 | C/C(N)=C(/C#N)C(=O)CSc1nnc(NC(C)C)s1 | -8.9
118 | Cc1ccc2onc(CC(=O)O)c2c1 | 16.8
119 | N#C/C(=C\c1ccc(-c2ccccc2[N+](=O)[O-])o1)C(=O)Nc1nc(-c2cccs2)cs1 | 2.6
120 | O=C(O)C1C2C=CC3(CN(Cc4ccccn4)C(=O)C13)O2 (stereo not drawn) | -8.4
121 | COc1cc(/C=N/N=C2/NC(=O)C(CC(=O)O)S2)ccc1OCc1ccc(Cl)cc1 (stereo not drawn) | -4.2
122 | Cc1ccc(C(=O)CSc2nnc(-c3ccccc3)n2-c2ccccc2)o1 | 4.1
123 | Cc1sc2nc(CSc3nnnn3-c3ccc(Cl)cc3)[nH]c(=O)c2c1C | -3.1
124 | C=CCNC(=O)c1ccc(-c2nc(-c3ccccc3)cs2)cc1 | -0.6
125 | CS(=O)(=O)c1ncc(Cl)c(C(=O)Nc2ccc(N3CCOCC3)cc2)n1 | 3.9
126 | Cc1ccc(C)c(NC(=O)CCC(=O)NNC(=O)c2cccs2)c1 | -29.2
127 | CN(/N=C\c1ccc(O)c(O)c1)c1nc(-c2ccccc2)cc(-c2ccccc2)n1 | 9.9
128 | CCn1cc(/C=C/C(=O)Nc2c(C)nn(Cc3ccccc3)c2C)cn1 | -3.2
129 | COC(=O)c1cc(OC)nc2c1c(=O)n(C)c(=O)n2C | -8.2
